Assay outcomes from PubChem.
CIT2-GFP yeast: modulators of CIT2-GFP expression in yeast, primary screen, S. cerevisiae, GFP fusion, multiplex flow cytometry, MLPCN library; S. cerevisiae CIT2-GFP strain, 3 h; 100 means same as DMSO wells; GFP response vs DMSO, % at 10 µM; 0.065% of 320,000 active;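 active = GFP response relative to DMSO above a set limit, near the screen mean plus 3 SD, cut at about 150% in these data; inconclusive = Fewer than 70 cells measured for a yeast strain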;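 note: ratio of well median GFP fluorescence to mean of DMSO wells on the plate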
VLA-4 inh: inhibition in human VLA-4 binding assay, primary screen, VLA-4 allosteric modulator project, MLPCN library, flow cytometry, VLA-4 expressing cells | 0.2% of 330,000 active | AID 2557, 2010 | ligand binding flow cytometry | inhibition, % (about 7 µM as worked out from the volumes in the protocol) | Integrin alpha-4 (Homo sapiens), P13612; in the data active = inhibition above about 50%
GASC-1 inh: inhibitors of GASC-1 histone demethylase, primary screen, biochemical, fluorescence, DELFIA europium; Lysine-specific demethylase 4C (Homo sapiens), Q9H3R0; GST-JMJD2C(1-420) H3K9me3 demethylation; inhibition, % at 2.35 µM; 0.069% of 330,000 active;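 active = more than half of a compound's replicate wells show inhibition beyond 50%, single wells judged on their own value; inconclusive = some, but no more than half, of replicates pass 50% inhibition; inactive = no replicate passes 50% inhibition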;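 note: signal counts dimethyl H3K9 product captured on neutravidin plate; 0% = median of DMSO wells and 100% = 0.3 times that DMSO median; strong numbers were not always called active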
Target sequence (Q9H3R0 1-420 limits assumed): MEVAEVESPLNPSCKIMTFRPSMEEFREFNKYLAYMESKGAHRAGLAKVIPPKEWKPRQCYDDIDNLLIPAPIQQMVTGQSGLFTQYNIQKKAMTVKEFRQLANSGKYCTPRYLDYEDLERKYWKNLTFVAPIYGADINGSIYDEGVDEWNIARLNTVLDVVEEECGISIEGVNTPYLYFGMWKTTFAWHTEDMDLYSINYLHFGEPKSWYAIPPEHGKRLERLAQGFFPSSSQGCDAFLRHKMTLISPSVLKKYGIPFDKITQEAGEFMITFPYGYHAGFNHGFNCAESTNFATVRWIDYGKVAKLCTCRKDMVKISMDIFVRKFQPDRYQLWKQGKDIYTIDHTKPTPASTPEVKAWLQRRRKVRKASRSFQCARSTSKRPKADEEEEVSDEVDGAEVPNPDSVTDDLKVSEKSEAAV
AGP1 TOR yeast: modulators of AGP1-GFP expression in yeast TOR pathway, primary screen, cell-based, multiplex flow cytometry, S. cerevisiae, MLPCN library. 3 h; GFP as percent of DMSO wells. GFP response vs DMSO, % at 10 µM. 0.02% of 320,000 active. AID 2066, 2009;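 active = GFP response relative to DMSO above a set limit, near screen average plus 3 SD, cut at about 150% in these data; inconclusive = fewer than 70 cells counted for the yeast strain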;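 note: median GFP channel fluorescence of the gated AGP1 strain per well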
MEP2 TOR yeast: modulators of MEP2-GFP levels in yeast, primary screen, S. cerevisiae, multiplex flow cytometry, MLPCN library; S. cerevisiae MEP2-GFP strain, 3 h; 100% = DMSO control level; GFP response vs DMSO, % at 10 µM; 0.51% of 330,000 active; AID 2016, 2009;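 active = GFP response versus DMSO above a set limit, roughly screen mean plus 3 SD, cut at about 180% in these data; inconclusive = fewer than 70 cells counted for a yeast strain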;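 note: median GFP fluorescence of the barcode-gated MEP2-GFP cells per well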
RPL19A TOR yeast: RPL19A-GFP expression modulators in yeast, primary screen, cell-based, S. cerevisiae, multiplex flow cytometry, MLPCN; S. cerevisiae RPL19A-GFP strain, 3 h; active compounds read low; percent response vs DMSO, % at 10 µM; 0.3% of 330,000 active;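 active = percent response vs DMSO below 50%; inconclusive = fewer than 70 events counted for the yeast strain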;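 note: median channel GFP fluorescence of the barcoded RPL19A-GFP strain; ratio of sample median GFP to plate DMSO average so 100% = DMSO; lower means less RPL19A-GFP as with rapamycin TOR inhibition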
GRK2 aptamer HTS: compounds blocking aptamer binding on GRK2 – biochemical, human GRK2, bead flow cytometry, HTS, primary screen. Beta-adrenergic receptor kinase 1 (Homo sapiens), P25098. FAM-aptamer displacement from GRK2. inhibition of aptamer binding, % at 10 µM. 0.59% of 330,000 active;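 active = inhibition of aptamer binding above 40%, roughly 3 SD of noise, on plates passing a quality check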;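 note: median bead fluorescence of bound FAM aptamer so fluorescent compounds give negative values; no value below 0 was filed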
LAP4 TOR yeast: modulators of LAP4-GFP expression in yeast, primary screen, S. cerevisiae, multiplex flow cytometry, MLPCN library; 3 h; median GFP as percent of DMSO wells; GFP response vs DMSO, % at 10 µM; 0.34% of 320,000 active; AID 2023, 2009;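 active = GFP response vs DMSO above a set limit, about the screen mean plus 3 SD, cut at about 150% in these data; inconclusive = under 70 cell events counted for the yeast strain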
Starred values were filed as active, the others as inactive; ? = inconclusive; . = no result given; & = joins results of further samples.

molecule	CIT2-GFP yeast	VLA-4 inh	GASC-1 inh	AGP1 TOR yeast	MEP2 TOR yeast	RPL19A TOR yeast	GRK2 aptamer HTS	LAP4 TOR yeast
N#CCC(=O)N/N=C/c1cn(Cc2ccc(Cl)cc2Cl)c2ccccc12	102	1	2	108	111	105	0	113
Cc1cccc(NC(=O)CCCN2C(=O)c3cccc4cccc(c34)C2=O)c1	122	-2	4	114	116	111	0	115
CC(C)[C@@H]1N[C@]2(C(=O)Nc3ccccc32)[C@@H]2C(=O)N(c3cccc(C(F)(F)F)c3)C(=O)[C@@H]21	.	16	4	86	89	93	0	91
O=[N+]([O-])c1ccc(S(=O)(=O)N2CCN(C3CCN(Cc4ccccc4)CC3)CC2)cc1	107	18	-18	96	104	103	0	103
CC(=O)NCc1ccc(C(=O)O)cc1	109	5	0	83	108	100	2	108
CCCn1nc(NC(=O)CC(C)C)c2cc3cccc(C)c3nc21	99	27	5	107	103	96	3	105
Cc1ccccc1NC(=S)NNC(=O)c1cccnc1	104	5	134	103	97	105	0	96
CN(CC(CC(=O)O)c1ccccc1)S(=O)(=O)c1ccc(Br)cc1 (stereo not drawn)	92	-12	7	94	100	96	0	104
CC(Sc1cccc2cccc(C(=O)O)c12)C(=O)O (stereo not drawn)	99	15	-5	98	102	101	5	95
COc1cc2c(cc1OC)C(c1ccccc1)N(S(C)(=O)=O)CC2 (stereo not drawn)	77	7	-8	97	103	94	1	116
Cc1ccc(S(=O)(=O)N2CCOCC2)cc1NC(=O)CSc1n[nH]c(N)n1	100	17	-8	99	103	102	2	93
O=C1CC(c2ccccc2)n2nc(NC(=O)c3ccccn3)nc2N1 (stereo not drawn)	95	-6	15	95	96	90	0	94
CCc1ccc(N2C(=O)C3ON(c4ccccc4)C(c4ccco4)C3C2=O)cc1 (stereo not drawn)	102	6	-5	106	100	102	2	103
CCSc1oc(-c2cccs2)nc1S(=O)(=O)c1ccccc1	107	9	3	108	97	101	0	119
CCc1c(C)c2cc(Cl)c(O)c(CN(CC)CC)c2oc1=O	103	0	-6	102	105	99	2	106
CC(=O)Nc1cccc(C(=O)OCCCOc2ccc(F)cc2)c1	78	-8	?	90	95	95	0	95
Cc1ccc(Oc2nc3ccccc3n3c(C)nnc23)cc1	?	0	4	?	?	?	0	?
COc1ccc(-c2cc(OC)c3ccccc3n2)cc1	102	8	11	101	105	99	2	103
Cc1ccc(NC(=O)CN(C)C(=O)CCC(=O)c2cccs2)cc1	94	1	0	107	100	107	0	100
O=C(/C=C/c1ccco1)NC(=S)Nc1ccc(Cl)cn1	87	14	-3	86	98	88	0	106
Cc1[nH]c2ccccc2c1/C=N/NC(=O)c1cccc(S(=O)(=O)Nc2ccccc2Cl)c1	103	18	6	102	109	104	0	99
COc1ccc2c(c1OC)C(=O)N1c3ccccc3N=C(c3ccc([N+](=O)[O-])cc3)CC21 (stereo not drawn)	88	11	8	91	91	93	0	86
Cc1ccc(-c2ccnc3nc(Sc4ncc(C(F)(F)F)cc4Cl)nn23)cc1	105	6	-3	101	103	104	1	100
CCn1nnnc1-c1ccc(OC)c(S(=O)(=O)Nc2ccc(S(N)(=O)=O)cc2)c1	100	-21	1	104	104	101	0	103
O=C(CSc1nnc(Cn2nnc3ccccc32)o1)N(Cc1ccc(F)cc1)c1ccccc1	99	1	17&-1	101	106	93	0	103
COc1ccc(NC(=O)NCc2ccco2)cc1OC	107	-5	1	98	95	103	3	91
CC(=O)NC(CCS(C)(=O)=O)C(=O)Nc1cccc(Cl)c1Cl (stereo not drawn)	86	-3	37	89	90	88	3	96
CC(C)C(OC(=O)c1ccco1)C(=O)NC1CCCC1 (stereo not drawn)	98	3	6	99	104	97	2	99
Cc1nn(-c2cc(N3CCCCC3)ccc2N)c(=O)c2ccccc12	103	3	1	99	98	99	2	90
CC(C)[C@H](NC(=O)c1ccccc1Br)C(=O)OCc1nc2ccsc2c(=O)[nH]1	89	2	0	93	88	96	3	96
CCOc1ccc(N2CC(C(=O)Nc3nnc(Cc4ccc(OC)c(OC)c4)s3)CC2=O)cc1 (stereo not drawn)	94	-3	3	90	91	98	1	89
O=C(CSCc1ccco1)N1CCc2ccccc21	94	12	-5	100	100	99	0	112
CCCCCCC[C@@H](C/C=C/CCC(=O)N(C)C/C(=C/Cl)C/C(=C\C(=O)N1CC(OC)=CC1=O)OC)OC	97	-90	-8	86	87	88	1	77
Cc1ccc(C)c(NC(=S)N2CCC(N(C)CC3CCCO3)CC2)c1 (stereo not drawn)	107	4	-2	106	114	105	2	117
CCOc1ccc(NC(=O)C(C)C(Cc2ccc(C)cc2)C(=O)O)cc1 (stereo not drawn)	109	20	-6	98	94	99	0	88
O=C(NN1C(=O)C2C3c4ccccc4C(c4ccccc43)[C@@H]2C1=O)c1ccccc1 (stereo partly drawn)	96	9	-20	104	105	107	0	107
COc1cc(NC(=O)C2CC(c3cccc(Br)c3)=NO2)cc(OC)c1OC (stereo not drawn)	94	28	3	99	99	97	0	95
Cc1ccc(CNC(=O)c2cc(=O)c3ccccc3o2)cc1	99	-1	28	98	108	106	3	94
COc1cc(C(=O)Nc2ccc(S(=O)(=O)Nc3nccc(C)n3)cc2)cc(OC)c1OC	93	2	-3	92	102	96	1	92
CC(=O)NCC(=O)N(C)C(C(=O)Nc1ccc2c(c1)OCCO2)c1ccc(C)cc1 (stereo not drawn)	104	-2	-35	107	96	99	0	105
CC(C(=O)N(C1CC1)C1(C(=O)Nc2ccccc2)CCCC1)N1C(=O)c2ccccc2C1=O (stereo not drawn)	96	2	3	93	100	96	2	97
CCOc1ccccc1NC(=O)C1CCN(S(=O)(=O)c2cccc3cccnc23)CC1	106	-6	-17	112	103	104	0	103
CCN(CC(=O)NCC(=O)Nc1cccc(C)c1C)Cc1ccccc1	109	5	1	104	106	108	2	90
COc1cccc(CN(Cc2cccnc2)S(=O)(=O)c2ccc(-n3cnnn3)c(C)c2)c1OC	95	12	18&6	95	108	95	2	95
O=C(CSc1n[nH]c(C2CCCC2)n1)NC1CCCC1	96	2	-61	103	100	100	0	97
CCCc1oc(C(=O)O)cc1CN	96	-5	1	100	99	93	11	105
Cc1cccc(N2C(S)=C(C#N)C(=O)NC23CCCCC3)c1	108	7	6	100	93	102	0	83
C=C1c2ccccc2NC(=O)N1c1ccc(C)cc1	113	18	17	108	107	104	0	107
CC(C)C(C(=O)NCC1CCCO1)N(C(=O)CNS(=O)(=O)c1ccc(F)cc1)C1CCCCC1 (stereo not drawn)	100	6	-19	95	90	102	0	91
Cc1ccn2c(CNC(C)c3cn(C)nc3C)c(C(=O)N3CCCCCC3)nc2c1 (stereo not drawn)	97	-2	-1	99	98	97	0	92
Cc1cccc(C)c1NC(=O)CN(C)C(=O)/C=C/c1cccs1	107	4	2	104	101	101	4	100
O=C(Nc1ccccc1)c1nn(-c2cccc(C(F)(F)F)c2)ccc1=O	105	-22	8	96	102	98	0	98
O=S(=O)(c1ccccc1)N(CC(O)CN1CCCC1)c1ccccc1 (stereo not drawn)	107	3	-18	108	95	101	0	97
O=C1CC(N2CCN(Cc3ccccc3)CC2)C(=O)N1c1ccc2c(c1)OCCO2 (stereo not drawn)	103	3	-5	103	91	102	0	102
Cc1nc2oc3c(NCC4CCCO4)ncnc3c2c2c1COC(C)(C)C2 (stereo not drawn)	.	3	-4	106	103	109	0	100
CC1(C)CC(=O)c2cc(C(=O)N3CCN(CCO)CC3)c(=O)n(-c3ccc(Cl)cc3)c2C1	93	-8	8	101	109	95	0	95
COc1cc(S(=O)(=O)N(Cc2ccc(C)cc2)C2CCCCC2)ccc1-n1cnnn1	99	11	8	98	95	99	2	97
CC(C)CCNC(=O)c1cnn2c(C(F)(F)F)cc(-c3ccco3)nc12	118	-15	-2	100	106	106	3	106
Cc1cccc(C2=NOC(=O)/C2=C\c2ccccc2F)c1	102	16	7	99	98	101	10	101
Cc1cccc(N2CCN(C(=O)c3csc4ccccc34)CC2C)c1 (stereo not drawn)	86	2	-7	102	101	96	1	118
COc1ccc(NC(=O)Nc2ccc(Br)cn2)cc1	97	-19	1	94	97	102	0	99
COc1ccc(NS(=O)(=O)c2cc3c(cc2C)N(C(C)=O)CCO3)cc1	102	15	11	102	101	96	0	102

Of the compounds above, 2 contain a cyano group.
molecule	CIT2-GFP yeast	VLA-4 inh	GASC-1 inh	AGP1 TOR yeast	MEP2 TOR yeast	RPL19A TOR yeast	GRK2 aptamer HTS	LAP4 TOR yeast
N#CCC(=O)N/N=C/c1cn(Cc2ccc(Cl)cc2Cl)c2ccccc12	102	1	2	108	111	105	0	113
Cc1cccc(N2C(S)=C(C#N)C(=O)NC23CCCCC3)c1	108	7	6	100	93	102	0	83
